Source: PubChem
D3 ag – D3 dopamine receptor (human) agonism. P35462. D3R DiscoveRx beta-arrestin cells, luminescence, 90 min. max activation, %. 410,000 tested, 0.58% active. AID 652048; in the data active = max activation above about 30%; also: 0% is about no effect; mostly tested at two doses, the higher about 12 µM
Target sequence (P35462 whole entry, looked up): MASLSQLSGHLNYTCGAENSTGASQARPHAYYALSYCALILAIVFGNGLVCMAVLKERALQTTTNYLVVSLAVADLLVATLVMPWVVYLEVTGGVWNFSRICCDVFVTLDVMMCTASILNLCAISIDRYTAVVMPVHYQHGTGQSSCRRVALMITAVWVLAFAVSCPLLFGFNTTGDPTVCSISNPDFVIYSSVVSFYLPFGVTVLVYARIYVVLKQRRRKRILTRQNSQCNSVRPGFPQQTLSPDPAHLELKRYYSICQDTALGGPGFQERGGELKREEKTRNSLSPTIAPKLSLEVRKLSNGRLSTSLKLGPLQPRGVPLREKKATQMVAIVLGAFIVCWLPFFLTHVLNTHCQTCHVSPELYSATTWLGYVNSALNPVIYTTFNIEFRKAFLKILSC
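Agonist-mode cell screen: cells plated at 1500/well and incubated overnight at 37 °C, then exposed to library compounds for 90 min at 37 °C. Detection reagent was added for 30–60 min at room temperature, and luminescence was read.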
SW480 rereplic – inducers of DNA re-replication in SW480 colon cancer cells | SW480 DNA re-replication, Hoechst DNA content imaging, 48 h | Potency, µM (titrated, usually from 46.1 µM), inactives show at the highest dose re-replication activation, usual class: activators | 340,000 tested, 1.8% active; also: potency is read from the fitted curve at half-maximal effect; % of control where 0% means no effect; nearly all actives have a fitted effect of over 55% in size
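DNA re-replication was detected as more nuclei of elevated Hoechst intensity after 48 hr exposure to compound (23 nL pinned per well of 250 cells).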
KB-V1 MDR tox – KB-V1 MDR subline cytotoxicity; KB-V1 MDR cells viability, CellTiter-Glo, 72 h; Potency, µM (doses to about 46.1 µM), for the others: at the highest dose activity change, negative = cytotoxicity, most hits filed as cytotoxic; 400,000 tested, 3.4% active; also: potency is read from the fitted curve at half-maximal effect; % is scaled to controls: 0 for no effect and ±100 for the full control effect; nearly all actives have a fitted effect of over 60% in size
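qHTS viability screen in drug-selected KB-V1 MDR cells: 72 h compound treatment at 37 degrees C, ATP luminescence end point.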
KB-3-1 tox – kills parental KB-3-1 adenocarcinoma cells; KB-3-1 viability, CellTiter-Glo ATP luminescence, 72 h; Potency, µM (doses to about 46.1 µM), without a hit: at the highest dose activity change, negative = cytotoxic, actives largely listed as cytotoxic; 400,000 tested, 1.4% active; AID 1347075; also: potency is read from the fitted curve at half-maximal effect; % is scaled to controls: 0 for no effect and ±100 for the full control effect; nearly all actives have a fitted effect of over 60% in size
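Using CellTiter-Glo luminescence, growth of non-resistant KB-3-1 adenocarcinoma cells is assessed 72 h after pin-tool compound addition at 37 °C. Normalized responses across the concentration series yield fitted curves.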
IL-1B inflam inh – blocks inflammasome-driven IL-1 beta release. 360,000 tested, 4.7% active. THP-1 LPS/ATP IL-1B secretion, AlphaLISA, 16 h; stronger effect = lower value. activity change, % at 57.5 µM; in the data active = activity change below about -50%; inconclusive = mostly about -30% to -49%; also: % is scaled to controls: 0 for no effect and ±100 for the full control effect
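Secreted IL-1B measured by AlphaLISA bead assay after 16 h compound exposure of THP-1 cells; compounds (final up to 57.5 uM) added 1 h before LPS (250 ng/mL) and ATP (1.25 mM) stimulation; lower signal means less secretion.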
HT1080NT lethal – kills 2HG-producing HT-1080-NT fibrosarcoma cells. HT-1080-NT fibrosarcoma viability, CellTiter-Glo ATP luminescence, 48 h. Potency, µM (series often up to 46.1 µM), without a hit: top-dose activity, negative = less viability, actives largely listed as cytotoxic. 360,000 tested, 1.6% active. AID 686970;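 also: NT is the 2HG producing partner of a matched IDH1 knockdown line; potency is read from the fitted curve at half-maximal effect; 0% = DMSO-treated cells and -100% = media-only wells without cells; nearly all actives have a fitted effect of over 55% in size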
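HT-1080-NT; 750 cells/well; 5% FBS RPMI; 48 h compound, 37 degrees C; CellTiter-Glo luminescence; curve fitting and curve-class assignment.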
HT1080 IDH1KD tx – kills HT-1080 cells with IDH1 knockdown; HT-1080 IDH1 knockdown viability, ATP luminescence, 48 h; Potency, µM (top dose mostly 46.1 µM), without a hit: at the highest dose activity, negative = toxicity, most hits filed as cytotoxic; 360,000 tested, 2% active; AID 686971;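 also: potency is read from the fitted curve at half-maximal effect; 0% = DMSO wells and -100% = cell-free medium wells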
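% activity derives from luminescence (CellTiter-Glo), normalised to DMSO and no-cell wells. HT-1080-IDH1KD cells, 750/well, had 48 h compound exposure at 37 °C.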
D3 antag – blocks the human D3 dopamine receptor | P35462 | D3R cells, DiscoveRx beta-arrestin luminescence, antagonist mode; stronger effect = lower value | max response, negative = inhibition, % | 360,000 tested, 2.5% active | AID 652054; in the data active = max response below about -50%; inconclusive = no clear call, values can overlap the other calls; also: % is scaled to controls: 0 for no effect and ±100 for the full control effect; mostly tested at two doses, the higher about 12 µM
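Cells expressing the human receptor were seeded at 1500 cells/well, incubated overnight at 37 degrees C in 5% CO2, then exposed to library compounds with dopamine controls for 90 minutes at 37 degrees C before luminescent detection.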
GLP-1R agonist – GLP-1 receptor (human) agonism | 380,000 tested, 0.007% active | P43220 | Potency, µM (series often up to 45.6 µM), for inactives: at the highest dose activation, actives largely listed as activators | AID 624172 | HEK293 GLP-1R CRE-luciferase, luminescence, 4-6 h; cells express a hypersensitive GLP-1R form; also: potency is read from the fitted curve at half-maximal effect; % of control where 0% means no effect
Target sequence (P43220 whole entry, looked up): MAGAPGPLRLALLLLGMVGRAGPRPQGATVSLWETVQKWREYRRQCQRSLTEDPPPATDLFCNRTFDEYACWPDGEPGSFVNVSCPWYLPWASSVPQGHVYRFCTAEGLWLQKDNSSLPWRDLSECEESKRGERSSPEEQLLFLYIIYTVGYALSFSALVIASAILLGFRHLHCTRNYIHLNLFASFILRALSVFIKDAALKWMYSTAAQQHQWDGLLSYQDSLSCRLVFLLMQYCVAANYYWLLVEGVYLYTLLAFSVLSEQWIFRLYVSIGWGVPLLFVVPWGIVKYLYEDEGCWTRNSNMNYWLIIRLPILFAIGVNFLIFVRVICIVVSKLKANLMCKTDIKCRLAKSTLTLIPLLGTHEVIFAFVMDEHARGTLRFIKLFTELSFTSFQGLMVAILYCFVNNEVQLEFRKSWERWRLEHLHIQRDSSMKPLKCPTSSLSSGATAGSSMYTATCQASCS
* = called active by the depositor; ? = inconclusive; . = no result given; [ ] = dose if it differs, or a comment. Unless noted, calls follow the shape of the dose curve; as a rule, active = well fitted curve in the direction sought with a large enough effect; inconclusive = small, poorly fitted or top-dose-only effect, or another doubt; inactive = no such curve, though single readings can be large; an effect the other way counts as inactive or inconclusive.

1: COc1ccc(CC(=O)NNC(=O)CSc2nc(C)c(C)c(=O)[nH]2)cc1
2: COc1ccc(NC(=O)C2CCCN(S(=O)(=O)c3cccc4nonc34)C2)cc1Cl (stereo not drawn)
3: Cc1ccc(N2CC(C(=O)N3CCCCCC3)CC2=O)cc1 (stereo not drawn)
4: Cc1cc(NC(=O)c2c(-c3ccccc3Cl)noc2C)no1
5: CCN(CC)c1nc(=S)nc(NC(C)(C)C)[nH]1
6: CCCCC(=O)NC(c1ccco1)c1cc(Cl)c2cccnc2c1O (stereo not drawn)
7: CC(=O)c1c(C)[nH]c(C(=O)CN2CCN(S(=O)(=O)c3ccccc3)CC2)c1C
8: COc1ccc2nc(Cl)c(C3CC(c4ccco4)=NN3C(=O)CCCC(=O)O)cc2c1 (stereo not drawn)

assay / compound,1,2,3,4,5,6,7,8
HT1080 IDH1KD tx,0%,.,7%,-6%,4%,9.2µM*,-2%,-2%
GLP-1R agonist,0%,1%,-1%,-5%,-2%,3%,-4%,2%
D3 antag,-15,.,3,2,9,-29,5,11
KB-3-1 tox,4%,1%,18%,-4%,-1%,?,-1%,-7%
SW480 rereplic,0%,.,21%,-5%,-11%,?,-19%,5%
KB-V1 MDR tox,22%,-10%,-1%,13µM*,-1%,?,-23%,-4%
IL-1B inflam inh,18,.,9,46,15,92,23,2
HT1080NT lethal,0%,.,0%,-8%,18%,?,-2%[9.24 µM],4%
D3 ag,-5,5,10,-4,1,8,8,-1

Reprinted at random: 2 records from the list.
7: CC(=O)c1c(C)[nH]c(C(=O)CN2CCN(S(=O)(=O)c3ccccc3)CC2)c1C
1: COc1ccc(CC(=O)NNC(=O)CSc2nc(C)c(C)c(=O)[nH]2)cc1

assay / compound,7,1
HT1080 IDH1KD tx,-2%,0%
GLP-1R agonist,-4%,0%
D3 antag,5,-15
KB-3-1 tox,-1%,4%
SW480 rereplic,-19%,0%
KB-V1 MDR tox,-23%,22%
IL-1B inflam inh,23,18
HT1080NT lethal,-2%[9.24 µM],0%
D3 ag,8,-5

The results go on.
9: CSc1ccccc1NC(=O)C1(C)CCN1C(=O)CCC1CCCC1 (stereo not drawn)
10: COc1ccc(-c2c(-c3cc(OC)cc(OC)c3)n(C)c3ccc(-c4ccc5[nH]ccc5c4)cc23)cc1
11: Cc1cccc(C)c1OCc1nnc(SCC(=O)Nc2nccs2)n1-c1ccccc1
12: COc1ccc(CCN(C)C(=O)c2cccc(S(=O)(=O)NCc3ccccc3)c2)cc1OC
13: COc1ccc(NC(=O)CS(=O)CC(=O)Nc2ccc(-n3cnnn3)c(C)c2)cc1 (stereo not drawn)
14: N#CCC(=N)N1CCN(c2ccc(Cl)cc2)CC1
15: C/C(=N\Nc1ccc(F)cc1F)c1ccc(N2CCOCC2)cc1
16: O=C(N/C(=C/c1ccc(Br)cc1)c1nc2ccccc2[nH]1)c1ccco1

assay / compound,9,10,11,12,13,14,15,16
HT1080 IDH1KD tx,-17%,4%,?,-2%,7%,-4%,-16%,?
GLP-1R agonist,12%,-4%,25%,5%,4%,-21%,-2%,0%
D3 antag,17,17,-17,5,10,-5,0,-17
KB-3-1 tox,-25%,23µM*,-14%,-4%,?,0%,13%,3%
SW480 rereplic,.,-1%,4%,0%,-9%,4%,1%,0%
KB-V1 MDR tox,?,-10%,?,?,9%,1%,5%,9%
IL-1B inflam inh,10,-14,6,-9,6,-21,6,6
HT1080NT lethal,-5%,-2%,?,5%,6%,-7%,-18%,-28%
D3 ag,-1,7,1,4,-2,-3,4,-11

17: O=C(NOC(=O)c1ccccc1F)c1ccc(OC(F)F)cc1
18: c1ccc(C2=NN(c3ccccc3)CC2)cc1
19: CCOC(=O)c1ccccc1NC(=O)CSc1cc(C)[nH]c(=O)n1
20: Cc1ccc(CNC(=O)C2(NC(=O)Nc3ccc(C)cc3)CCCCC2)cc1
21: CC(=O)Oc1cc(OC(C)=O)c2c(C)cc(=O)oc2c1
22: CC(C)c1ccc(C2=C(O)c3ccccc3C(=O)C2=O)cc1
23: CC(=O)Nc1ccc(NC(=O)C(C)OC(=O)CCC(=O)c2ccc(F)cc2)cc1 (stereo not drawn)
24: Cc1ccc(-n2c(=O)c3ccc(C(=O)NCc4ccco4)cc3n(CC(=O)Nc3ccccc3C(F)(F)F)c2=O)cc1

assay / compound,17,18,19,20,21,22,23,24
HT1080 IDH1KD tx,15%,3%,.,?,6%,-24%,3%,.
GLP-1R agonist,0%,-5%,2%,-1%,-21%,3%,4%,0%
D3 antag,-11,-6,.,7,1,?,0,.
KB-3-1 tox,4%,0%,0%,-11%,27%,?,-2%,3%
SW480 rereplic,1%,16µM*,.,16µM*,1%,-2%,-6%,.
KB-V1 MDR tox,8%,-4%,-13%,?,4%,?,-11%,?
IL-1B inflam inh,-24,32,.,-10,-2,?,9,.
HT1080NT lethal,10%,0%,.,?,5%,-26%,-2%,.
D3 ag,1,-2,4,10,1,-5,3,-1

25: COc1ccccc1-n1cc(C(=O)N2CCCC(CO)(Cc3ccccc3C)C2)cn1 (stereo not drawn)
26: CN(C)S(=O)(=O)c1cccc(-c2cn3cc(Cl)ccc3n2)c1
27: Cc1cc(N2CCN(C(=O)c3cccs3)CC2)c(F)cc1[N+](=O)[O-]
28: NC1=NC[C@H](Cc2ccc(O)cc2)N1CCc1cccc(F)c1
29: Cc1c(CN2CCN(CC(C)(C)C)C(CCO)C2)[nH]c2ccccc12 (stereo not drawn)
30: O=C(OCc1cc(=O)n2c(n1)sc1ccccc12)c1ccc2c(=O)n3c(nc2c1)CCC3
31: Cc1ccc2c(c1)C1C3CCC(C3)C1S(=O)N2 (stereo not drawn)
32: COc1cccc(/C=N/N2C(=O)CSC2=S)c1O

assay / compound,25,26,27,28,29,30,31,32
HT1080 IDH1KD tx,-4%,-7%,-2%,2%,0%,6%,-8%,7%
GLP-1R agonist,6%,?,-3%,-4%,-6%,8%,3%,-16%
D3 antag,-10,-16,7,-6,0,38,-16,-5
KB-3-1 tox,-24%,-19%,2%,2%,-2%,0%,-9%,16%
SW480 rereplic,17%,-2%,0%,-4%,1%,-5%,3%,?
KB-V1 MDR tox,?,16µM*,-6%,11%,-7%,2%,2%,?
IL-1B inflam inh,0,-16,-5,-6,22,50,0,-7
HT1080NT lethal,0%,-1%,-1%,3%,0%,12%,3%,-1%
D3 ag,-12,-7,5,-15,3,0,-8,8

33: CCOc1cc(C(=O)Nc2ccc3c(c2)OCO3)ccc1OCCOc1ccccc1Cl
34: CCn1c(SCC(=O)N2CCCc3ccccc32)nnc1-c1ccco1
35: CCOC(=O)C(NCc1ccccc1OC)(NC(C)=O)C(F)(F)F (stereo not drawn)
36: Cc1ccc(S(=O)(=O)Nc2ccc(Oc3cccnc3)nc2)cc1
37: CCOc1ccc(-n2c(=O)c3c4c(sc3n(CC(=O)NC(C)CC)c2=O)CCCCC4)cc1 (stereo not drawn)
38: CCC(=O)c1ccccc1OCCCCn1cncn1
39: C[C@H](CO)N1C[C@H](C)[C@@H](CN(C)C(=O)Nc2ccccc2)Oc2c(NC(=O)Nc3ccc(C(F)(F)F)cc3)cccc2C1=O
40: O=C(NCCc1ccccc1)C(=O)NCC1OCCN1S(=O)(=O)c1ccc(Br)cc1 (stereo not drawn)

assay / compound,33,34,35,36,37,38,39,40
HT1080 IDH1KD tx,?,11%,14%,5%,.,-1%,?,-4%
GLP-1R agonist,-1%,4%,0%,3%,-2%,-3%,-9%,5%
D3 antag,0,16,25,19,.,-6,0,3
KB-3-1 tox,7%,-1%,10%,11%,4%,-1%,?,-14%
SW480 rereplic,-6%,1%,5%,-1%,.,-9%,3%[9.22 µM],-8%
KB-V1 MDR tox,14%,0%,5%,-9%,25%,-3%,?,8%
IL-1B inflam inh,1,-15,-3,1,.,7,-9,6
HT1080NT lethal,-6%,19%,29%,11%,.,6%,?,-12%
D3 ag,11,2,4,9,4,-2,-11,0

Molecules shown so far that have a CF3 group, in the order listed:
24: Cc1ccc(-n2c(=O)c3ccc(C(=O)NCc4ccco4)cc3n(CC(=O)Nc3ccccc3C(F)(F)F)c2=O)cc1
35: CCOC(=O)C(NCc1ccccc1OC)(NC(C)=O)C(F)(F)F (stereo not drawn)
39: C[C@H](CO)N1C[C@H](C)[C@@H](CN(C)C(=O)Nc2ccccc2)Oc2c(NC(=O)Nc3ccc(C(F)(F)F)cc3)cccc2C1=O

assay / compound,24,35,39
HT1080 IDH1KD tx,.,14%,?
GLP-1R agonist,0%,0%,-9%
D3 antag,.,25,0
KB-3-1 tox,3%,10%,?
SW480 rereplic,.,5%,3%[9.22 µM]
KB-V1 MDR tox,?,5%,?
IL-1B inflam inh,.,-3,-9
HT1080NT lethal,.,29%,?
D3 ag,-1,4,-11

More entries follow:
41: c1cn2cc(CN3CCOCC3)nc2s1
42: O=S(=O)(NCCc1c[nH]c2ccccc12)c1ccc(F)cc1
43: O=C(C1CCC(CNS(=O)(=O)c2cccc3nsnc23)CC1)N1CCN(c2ccccn2)CC1 (stereo not drawn)
44: CCCOn1c(OCC(C)C)nc2ccccc2c1=O
45: Cc1ccccc1N1CCN(Cc2cccc(C(=O)O)c2)CC1
46: O=C(CN1CCc2cc3c(cc2C1)OCCCO3)Nc1ccccc1

assay / compound,41,42,43,44,45,46
HT1080 IDH1KD tx,-1%,0%,-11%,-9%,-3%,1%
GLP-1R agonist,9%,6%,-6%,23%,-5%,18%
D3 antag,9,38,31,7,?,-19
KB-3-1 tox,15%,9%,-17%,-5%,4%,0%
SW480 rereplic,0%,-1%,-26%,-4%,-6%,-5%
KB-V1 MDR tox,19%,14%,18µM*,0%,-23%,-8%
IL-1B inflam inh,-10,17,10,-1,8,3
HT1080NT lethal,-5%,5%,-17%,-1%,0%,2%
D3 ag,-7,6,5,-1,-49,-39
